FBW7 activator: activators of human E3 ligase FBW7. Q969H0. AlphaScreen FBW7–phospho-cyclin E peptide binding, activator screen. normalized activity (activation), % at 26.1 µM. hit rate 0.13% among 650,000. AID 1259310; in the data active = normalized activity above about 1.9%;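 note: purified mutant Fbw7 with reduced substrate affinity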
MITF inh: inhibitors of human MITF; AlphaScreen MITF homodimerization, bead proximity signal; inhibition, % at 2.6 µM; hit rate 0.91% among 650,000; AID 1259374; in the data active = inhibition above about 50%;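 note: 0% = vehicle wells with protein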
Target sequence (O75030 whole entry, looked up): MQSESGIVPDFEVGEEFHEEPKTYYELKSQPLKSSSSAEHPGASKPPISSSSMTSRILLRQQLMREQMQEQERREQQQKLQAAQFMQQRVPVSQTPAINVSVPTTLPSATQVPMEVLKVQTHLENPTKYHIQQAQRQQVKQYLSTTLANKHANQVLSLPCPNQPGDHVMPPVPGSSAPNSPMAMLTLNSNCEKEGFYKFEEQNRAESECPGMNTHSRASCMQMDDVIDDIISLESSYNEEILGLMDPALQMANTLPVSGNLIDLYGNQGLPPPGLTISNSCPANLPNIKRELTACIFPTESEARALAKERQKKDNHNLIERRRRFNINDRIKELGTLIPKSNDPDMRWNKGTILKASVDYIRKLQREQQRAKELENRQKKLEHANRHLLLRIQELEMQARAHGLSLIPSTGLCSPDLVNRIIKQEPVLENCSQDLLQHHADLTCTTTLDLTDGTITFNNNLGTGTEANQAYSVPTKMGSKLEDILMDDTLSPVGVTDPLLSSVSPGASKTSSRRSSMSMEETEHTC
TEAD-YAP inh: TEAD-YAP interaction inhibition; HEK-TIYL cells, TEAD-Gal4/YAP UAS-luciferase luminescence; inhibition, % at 9.12 µM; hit rate 1.4% among 640,000; in the data active = inhibition above about 32%;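 note: 0% = median of test compound wells and 100% = reference inhibitor wells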
GPR151 activ: human GPR151 activation. PathHunter beta-arrestin GPR151 cells, luminescence. activation, % at 11.2 µM. hit rate 1% among 650,000. AID 1508602; in the data active = activation above about 4.9%;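 note: 0% = median of compound wells and 100% = cells with positive control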
Target sequence (Q8TDV0 whole entry, looked up): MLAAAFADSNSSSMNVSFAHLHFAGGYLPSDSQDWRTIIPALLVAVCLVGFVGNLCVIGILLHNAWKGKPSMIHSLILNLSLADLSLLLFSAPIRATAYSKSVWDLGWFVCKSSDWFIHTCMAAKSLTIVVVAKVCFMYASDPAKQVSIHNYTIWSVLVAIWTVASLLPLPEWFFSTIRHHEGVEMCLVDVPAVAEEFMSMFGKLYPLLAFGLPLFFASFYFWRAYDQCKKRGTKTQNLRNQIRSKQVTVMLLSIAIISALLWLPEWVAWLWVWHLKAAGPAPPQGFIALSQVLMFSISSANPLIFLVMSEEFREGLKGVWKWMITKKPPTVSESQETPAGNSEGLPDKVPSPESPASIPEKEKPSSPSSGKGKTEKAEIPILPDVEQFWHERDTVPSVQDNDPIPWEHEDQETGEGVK
Numbers without * were called inactive.

Every second line gives: FBW7 activator	MITF inh	TEAD-YAP inh	GPR151 activ
COCCOC(=O)C1=C(C)NC(=O)CC1c1ccccc1[N+](=O)[O-] (centres undefined)
  0.0	-4	-1	-1.2
CC(C)N1CCN(Cc2nc(-c3ccccc3)cs2)CC1CCO (centres undefined)
  -0.1	1	2	-3.5
CCOC(=O)c1[nH]c(C=O)c(CC)c1C
  -0.1	-6	-10	1.3
COc1cccc(NC(=S)NNC(=O)c2ccc(NN)cc2)c1
  -0.2	6	-10	-2.9
CSc1ccccc1NC(=O)c1c(C(F)(F)F)nc2ccccn12
  0.0	-2	-9	0.1
COc1ccc(C(O)P(=O)(OC(C)C)OC(C)C)cc1OC (centres undefined)
  0.6	14	4	-1.6
CCOC(=O)C1(Cc2ccc(Cl)cc2)CCN(C(=O)CCc2ccncc2)CC1
  0.1	9	-9	-0.5
CC(/C=N\Nc1nnc2c(n1)[nH]c1c(C)cccc12)=C\c1ccco1
  0.0	5	-7	1.0
COCCCNC(=O)Cc1ccc(NC2=NC3CS(=O)(=O)CC3S2)cc1 (centres undefined)
  -0.2	-5	-2	3.4
Nc1ccccc1OCCOCCOc1ccccc1N
  -0.2	-1	7	-0.2
COCCC(=O)NCC1Cc2cc(-c3ccc(C(C)=O)s3)cc(Cl)c2O1 (centres undefined)
  0.2	17	-4	0.7
CCCCOc1ccccc1C1C(C(=O)OCC)=C(C)NC2=C1C(=O)CC(C)(C)C2 (centres undefined)
  -0.1	-7	0	-0.2
COc1cc(CN2CCN(Cc3ccccc3Cl)CC2)cc2c1OCO2
  0.1	76*	-2	-1.0
O=C(Oc1ccccc1/C=N/n1cnnc1)c1ccccc1Br
  0.0	11	-11	-1.5
Cn1c(=O)c2sccc2n2c(CCCC(=O)N3CCN(C4CCCCC4)CC3)nnc12
  0.1	4	1	0.6
CCOC(=O)C1(CC2CCCCO2)CCN(C(=O)CCSC)CC1 (centres undefined)
  0.3	9	4	2.3
Cc1c(C)n2c(SCC(=O)Nc3ccc(C(F)(F)F)cc3)nnc2[nH]c1=O
  0.1	-5	6	-0.9
Cc1noc(NS(=O)(=O)c2ccc(NC(=O)/C=C/c3ccco3)cc2)c1C
  -0.5	3	3	0.2
CCOC(=O)C1Cn2c(nc3c(c2=O)C(C)(C)Cc2ccccc2-3)S1 (centres undefined)
  -0.1	0	-2	0.5
COc1ccc([N+](=O)[O-])cc1CCl
  -0.3	-16	-14	1.7

Further structures:
Every second line gives: FBW7 activator	MITF inh	TEAD-YAP inh	GPR151 activ
N=c1c2c3c(sc2ncn1CCCN1CCOCC1)CCCCC3
  -0.1	5	-11	-0.9
CCc1ccc(OCCCN2CCNCC2)cc1
  -0.1	19	-3	-0.4
Cn1cnc([N+](=O)[O-])c1SCC(O)CN1CCCCC1 (centres undefined)
  -0.2	2	-3	-0.1
CCCOc1ccc(C2Oc3ccccc3C3CC(c4ccc(Cl)cc4)=NN32)cc1 (centres undefined)
  0.1	22	-64	-0.3
Cc1ccc(NC2=C(Cl)C(=O)OC2OC(C)C)cc1 (centres undefined)
  0.2	-9	6	-0.5
Cc1ccc(NC(=S)N(CCCN2CCN(C)CC2)Cc2ccco2)cc1C
  0.0	-5	-1	0.3
CCCN1CCN(S(=O)(=O)c2ccc3c(c2)n(C)c(=O)c(=O)n3C)CC1
  0.1	13	-1	0.1
Cc1ccc2c(c1)/C(=C/c1c(Cl)cccc1Cl)C(=O)N2
  -0.1	4	1	-0.9
O=S(=O)(c1cccc2cccnc12)N1CCCCC1
  0.0	14	-6	0.0
CCn1cc(/C=C(\NC(=O)c2ccc(OC)cc2)C(=O)NCCO)c2ccccc21
  0.1	14	8	1.1
CC(=O)Nc1ccc(N=Cc2ccncc2)cc1
  0.0	1	-9	1.8
CCCCC(=O)N1c2cc(OC)ccc2C2=C(SC(C(=O)OC)=C(C(=O)OC)C23SC(C(=O)OC)=C(C(=O)OC)S3)C1(C)C
  -0.2	-12	-2	0.5
O=S(=O)(c1ccsc1)N1CCC(CO)(CC2CCCCO2)CC1 (centres undefined)
  -0.1	-14	-9	0.5
Cc1c(Cl)cccc1N(CC(=O)NCc1ccco1)S(=O)(=O)c1ccccc1
  0.3	11	13	-0.2
O=C1c2c(Cl)c(Cl)c(Cl)c(Cl)c2C(=O)N1c1ccc(Oc2cccc3ccccc23)cc1
  -0.1	-2	32	-0.2
CC(=O)Nc1ccc(C2NC(=O)NC(c3ccccc3)=C2c2nc3ccccc3s2)cc1 (centres undefined)
  0.0	3	-9	0.4
CCCCCc1ccc(-c2ccc(CCC)cc2)nc1
  0.2	10	14	3.1
O=C(NC1CCCCCC1)C1c2ccccc2C(=O)N1Cc1cccs1 (centres undefined)
  0.0	-12	-3	0.4
CCN(CC)CCCOc1c(OC)cccc1OC
  0.2	75*	9	1.4
Cc1ccc(S(=O)(=O)CCC(=O)NNC(=O)Cn2nc(C)cc2C)cc1
  -0.2	2	-3	1.6

Going on with the list.
Every second line gives: FBW7 activator	MITF inh	TEAD-YAP inh	GPR151 activ
Cc1cccc(NC(=O)CSc2nc3c(oc4ccccc43)c(=O)n2C(C)C)c1C
  0.2	0	2	2.6
Nc1nccc(-c2ccc3nc(CCOc4ccc(CC(=O)NCCc5cccnc5)cc4)[nH]c3c2)n1
  0.6	2	9	0.9
COc1cccc(-c2n[nH]c(=S)n2C)c1
  0.1	4	0	0.2
OCC1(CC2CCCCO2)CCN(Cc2nc3ccccc3[nH]2)CC1 (centres undefined)
  -0.1	9	-6	-1.6
CCN(CC)CC(O)COc1ccccc1[N+](=O)[O-] (centres undefined)
  0.1	12	4	2.3
O=C(Nc1nn[nH]n1)C1(c2ccc([N+](=O)[O-])cc2)CCCC1
  -0.1	14	5	-1.1
COc1ccccc1-c1nnc(C2CCN(S(=O)(=O)c3cccc(Cl)c3)CC2)o1
  0.0	-3	4	0.0
COc1ccc(S(=O)(=O)Nc2ccccc2OC)cc1N=N/C(C(N)=O)=C(/C)O
  0.0	8	-6	-1.5
CCN1CCN(C2=NC(=O)/C(=C/c3ccc(OC)c(OC)c3)S2)CC1
  1.3	9	8	-1.4
CCOC(=O)C1(Cc2ccc(OC)cc2)CCN(C(=O)CCSC)CC1
  0.0	-24	-4	-1.4
CCOC(=O)c1c(NC(=O)CN2C(=O)c3cccc4cccc(c34)C2=O)sc(C)c1C
  -0.1	-3	0	-0.1
Cc1ccc(-n2c(=O)cc(N3CCC(C)CC3)[nH]c2=O)cc1
  0.2	7	-4	-1.3
CC(C)(C)c1ccc(C2CC(=O)NC3=C2C(=O)CCC3)cc1 (centres undefined)
  -0.3	4	-10	0.2
NS(=O)(=O)c1ccc(CCn2c(-c3ccc4ccccc4c3)csc2=Nc2ccc(F)cc2)cc1
  0.1	3	0	0.6
O=C(NCc1ccccc1F)c1ccccc1C(F)(F)F
  0.0	0	3	1.0
COc1ccc(Nc2c(-c3ccsc3)nc3ncccn23)cc1OC
  0.5	8	6	0.1
O=C(/C=C/c1ccc(N2CCOCC2)cc1)c1ccccc1
  0.1	9	-66	-1.2
CCCCCOC(=O)C1=C(C)NC2=C(C(=O)CCC2)C1c1cc(Br)c(O)c(OC)c1 (centres undefined)
  0.7	16	10	-1.4
Cc1ccc(C(=O)N[C@H]2C[C@H]3C(=O)N[C@H](C)C(=O)N3C2)cc1
  -0.1	2	2	5.9*
CN1C(=O)C(C)(C)c2cc(S(=O)(=O)NCc3ccc(F)cc3)ccc21
  0.0	5	5	1.6

Next section.
Every second line gives: FBW7 activator	MITF inh	TEAD-YAP inh	GPR151 activ
CCOC(=O)n1c(=O)oc2cc(Br)ccc21
  0.0	-9	-10	-0.8
CN1CCN(C(=O)Cn2ncc3c(=O)oc4ccccc4c32)CC1
  -0.3	1	4	-0.1
Cn1c(=O)c(Cc2ccccc2C(F)(F)F)nc2ccccc21
  0.1	-6	4	-0.8
COc1ccc(C(=O)Nc2ccc3oc(-c4ccc(F)cc4Cl)nc3c2)cc1
  -0.1	-6	-5	4.2
CCOc1ccc(NC(=O)/C=C/c2ccccc2)c([N+](=O)[O-])c1
  -0.2	2	-47	-0.7
CC1CCC2C(=O)N(c3ccc(C(=O)OCC(=O)c4ccc(Cl)c([N+](=O)[O-])c4)cc3)C(=O)C2C1 (centres undefined)
  0.0	-7	9	-0.5
Cc1ccc(C)c(/C=C2\C(=O)ON=C2c2ccccc2)c1
  0.1	21	-12	-1.3
COc1ccccc1Nc1ccccc1C(=O)Nc1ccc(C(C)=O)cc1
  -0.1	-1	-14	-0.3
O=C(Nc1cccc(F)c1)N1CCCC(CNS(=O)(=O)Cc2ccccc2)C1 (centres undefined)
  0.0	-5	10	-0.9
CC(=O)c1cccc(NC(=O)/C(=C/c2ccco2)NC(=O)c2ccco2)c1
  -0.2	0	-10	0.9
CCOC(=O)CSc1nc(C)c2ccc(C)cc2n1
  -0.1	-1	11	0.5
CC1CC(C)CN(C(=O)C2CCCN(S(=O)(=O)c3cccc4nsnc34)C2)C1 (centres undefined)
  -0.1	-4	-3	0.4
COc1ccc(NC(=O)CCCC(=O)OCC(=O)c2ccc(C)c([N+](=O)[O-])c2)cc1
  -0.2	-20	3	-0.7
COc1cccc2c1OC1(C)CC2NC(=O)N1c1ccc(Br)cc1 (centres undefined)
  0.1	-7	9	1.5
Cc1cc(N2CCC(C(=O)NC(C)(C)C)CC2)nc(C)n1
  0.3	-1	16	-1.0
CCOc1ccc(C2C(C#N)=C(N)Oc3cc(C)n(CC4CCCO4)c(=O)c32)cc1OC (centres undefined)
  0.3	11	15	-0.9
CCOC(=O)c1c(-c2ccc(C)cc2)csc1NC(=O)CN1C(=O)c2ccccc2C1=O
  0.8	17	0	-0.8
NS(=O)(=O)c1ccc(NNC(=S)NCCN2CCOCC2)cc1
  0.4	18	-4	-1.1
COc1ccc(C2CC(=O)C3=C(C2)NC(=O)CC3c2cccc(OC)c2OC)cc1 (centres undefined)
  0.2	18	9	0.0
O=C(NCc1ccccc1)NC1(C(=O)Nc2ccc3c(c2)OCO3)CCCCC1
  0.1	11	-9	0.0

Given bar-delimited: entries from further up
molecule | FBW7 activator | MITF inh | TEAD-YAP inh | GPR151 activ
CCOC(=O)n1c(=O)oc2cc(Br)ccc21 | 0.0 | -9 | -10 | -0.8
COc1ccc(C(=O)Nc2ccc3oc(-c4ccc(F)cc4Cl)nc3c2)cc1 | -0.1 | -6 | -5 | 4.2
Cc1cc(N2CCC(C(=O)NC(C)(C)C)CC2)nc(C)n1 | 0.3 | -1 | 16 | -1.0
Cc1ccc(C)c(/C=C2\C(=O)ON=C2c2ccccc2)c1 | 0.1 | 21 | -12 | -1.3
CC(=O)c1cccc(NC(=O)/C(=C/c2ccco2)NC(=O)c2ccco2)c1 | -0.2 | 0 | -10 | 0.9
CC1CC(C)CN(C(=O)C2CCCN(S(=O)(=O)c3cccc4nsnc34)C2)C1 (centres undefined) | -0.1 | -4 | -3 | 0.4
COc1ccc(C2CC(=O)C3=C(C2)NC(=O)CC3c2cccc(OC)c2OC)cc1 (centres undefined) | 0.2 | 18 | 9 | 0.0

Profiles, quoted from the list. Values in the order: FBW7 activator	MITF inh	TEAD-YAP inh	GPR151 activ
CCOC(=O)n1c(=O)oc2cc(Br)ccc21 in the list: 0.0	-9	-10	-0.8
CCOc1ccc(C2C(C#N)=C(N)Oc3cc(C)n(CC4CCCO4)c(=O)c32)cc1OC (centres undefined) in the list: 0.3	11	15	-0.9

Next section:
Every second line gives: FBW7 activator	MITF inh	TEAD-YAP inh	GPR151 activ
COc1ccc(NC(=O)Nc2ccc(Br)cn2)cc1OC
  0.1	3	-11	1.7
Cc1ccc(N2C(=O)CC(NNC(=O)c3cccc(Br)c3)C2=O)c(C)c1 (centres undefined)
  0.0	-5	3	0.8
O=C(Nc1ccc2c(c1)OCO2)c1ccc(Br)cc1F
  0.1	2	25	-6.4
COc1ccc(C2CC(c3ccc(C)cc3)Nc3ncnn32)cc1OC (centres undefined)
  0.0	-3	-11	-0.8
COc1ccc(-c2noc(-c3ccc([N+](=O)[O-])o3)n2)cc1
  -0.1	-4	-11	1.9
C=CCNC(=O)COc1ccc2c(c1)C(=O)CC(C)(C)O2
  -0.1	11	-37	0.8
CC(=O)c1cccc(NC(=O)COC(=O)c2ccccn2)c1
  -0.2	17	8	-0.2
Oc1ccc([C@H]2Oc3cc(O)cc(O)c3C[C@H]2O)cc1
  0.1	28	-3	-1.4

Some of the entries above, reformatted.
mol	FBW7 activator	MITF inh	TEAD-YAP inh	GPR151 activ
COc1ccc(NC(=O)Nc2ccc(Br)cn2)cc1OC	0.1	3	-11	1.7
Cc1ccc(N2C(=O)CC(NNC(=O)c3cccc(Br)c3)C2=O)c(C)c1 (centres undefined)	0.0	-5	3	0.8
O=C(Nc1ccc2c(c1)OCO2)c1ccc(Br)cc1F	0.1	2	25	-6.4

Compound activity as filed in PubChem BioAssay.
